# Yfh1-off respiration: enhancers of respiration in Yfh1-depleted yeast, dose response, Friedreich's ataxia, plus single-dose screen (AID 1465) | S. cerevisiae Yfh1-off respiration, WST-1 reduction, 72 h; higher fold induction means a stronger effect | one-dose fold induction at 50 µM; EC50 in µM for titrated hits | 220,000 compounds, 0.074% hits;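 active = fold induction of absorbance versus untreated yeast above a set limit, then at least 30% activation at any dose in follow-up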;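 also: activators that raise dye reduction in frataxin-depleted yeast; strong numbers were not always called active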
# b-catenin transl: modulators of beta-catenin nuclear translocation; nuclear translocation activity, % at 5 µM; HeLa beta-catenin nuclear translocation, immunofluorescence imaging; AID 1665; 190,000 compounds, 0.3% hits;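 active = nuclear translocation activity above 50% at 5 µM, with a well cell count of 50 or more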;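 also: per-cell ratio of nuclear to cytoplasmic median beta-catenin stain intensity; plate controls were DMSO negative control for no effect and GSK-3 inhibitor IX positive control for full effect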
#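 System: HeLa cells, endogenous beta-catenin; compound dosing: 5 µM primary single dose, 0.1% DMSO, 0.02–20 µM confirmation series; incubation: 24 h compound exposure at 37°C, 5% CO2; signal: beta-catenin immunofluorescence imaging with DAPI; evaluation: % activation, nuclear-to-cytoplasmic median beta-catenin signal ratio per cell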
# T cell modulator: T cell immune modulators affecting CD8 T cell-vesicle binding; 2C CD8+ T cell-vesicle binding, flow cytometry; active compounds read low; 330,000 compounds, 0.068% hits; calls only at 7 µM;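 active = response, share of CD8 T cells binding vesicles, and their 90th percentile fluorescence all below set limits, cut at about 80% in these data, passing the limit was not always enough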
#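 Read-out – percent CD8+ FL2 mean versus row control · System – murine 2C transgenic CD8+ T lymphocytes · Times – 1.5 h cell–vesicle binding at 37 °C, then 20 min icy labelling · Control set – naked vesicles low, QL9 vesicles with vehicle high · Detection – cytometric PE anti-B7-1 and Alexa647 anti-CD8 signals after 1% paraformaldehyde fixation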
# M1AAP inhibition: P. falciparum M1AAP inhibitors, biochemical, fluorogenic H-Leu-NHMec substrate, 1536-well (AID 1445) | 220,000 compounds, 0.42% hits | inhibition, % at 30 µM, or IC50 in µM where a hit was titrated | recombinant M1AAP, H-Leu-NHMec fluorogenic kinetic assay; higher % means a stronger effect;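 active = primary inhibition above the hit cutoff, then over 50% inhibition at one or more dose response concentrations, cut at about 23% in these data, passing the limit was not always enough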;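 also: plate controls were DMSO full reaction for no effect and no enzyme background for full effect; strong numbers were not always called active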
# Dynein cargo inh: blocks dynein driven cargo transport along microtubules. 220,000 compounds, 0.47% hits. 3617.4 mouse cells, GR-EGFP nuclear translocation imaging; test concentration mostly 20 µM; stimulated with dexamethasone, 1 µM; active compounds read low. z-score, hits read low;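 active = plate z-score of nuclear minus cytoplasmic receptor signal below a set negative limit, without overly bright fluorescence or cell loss, cut at about -3.5 in these data, passing the limit was not always enough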;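 also: z-score of nuclear minus cytoplasmic ring GR-EGFP intensity difference per well; some compounds called inactive have numbers as strong as hits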
#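 Schedule: 48 h induction, then 1 h compound, then 30 min agonist, 37 °C. Buffer or medium: tetracycline-free induction medium containing charcoal-stripped FBS. Reagent: 1.0 µM final dexamethasone stimulus. Evaluation: nuclear versus cytoplasmic GR-EGFP signal, averaged per well. Signal: high-content fluorescence imaging after fixation.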
# WT yeast gro inh: growth inhibition of WT yeast, mitochondrial fusion screen | mitochondrial fusion phenotypic screen, WT strain | AID 1362 | 190,000 compounds, 2.1% hits | inhibition, % at 10 µM; in the data active = inhibition above about 58%; tested in S. cerevisiae
# Autophagy HCS: modulators of autophagy | MEF GFP-LC3 puncta imaging; test concentration mostly 10 µM | calls only at 10 µM (by protocol) | 190,000 compounds, 0.98% hits | AID 463193;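 active = percentage of spot-positive cells more than 3 SD above its plate mean, without a fluorescence outlier flag or 80% toxicity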;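 also: spot-positive cell cutoff set from DMSO-treated cells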
# MT stabilize HCS: stabilizes microtubules in HeLa cells | 200,000 compounds, 0.83% hits | HeLa tubulin immunostaining HCS, 24 h; share of cells brighter than vehicle mean+2SD | AID 2205 | % tubulin-high responders, % at 10 µM;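 active = plate Z-score above 3 for both tubulin-high and condensed-nucleus cell shares, with cell loss under 80%, at 10 µM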;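 also: anti alpha tubulin signal scored within the nucleus-defined area of each cell; some results filed as inactive read as strong as hits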
# M17LAP inhibition: P. falciparum M17LAP inhibitors, primary screen, biochemical, fluorogenic H-Leu-NHMec substrate, 1536-well (AID 1619). recombinant M17LAP, H-Leu-NHMec fluorogenic kinetic assay; higher % means a stronger effect. inhibition, % at 30 µM; hits with a dose series show IC50 in µM. 220,000 compounds, 0.38% hits;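 active = compound inhibiting the enzyme by more than half at any dose during confirmatory dose-response retesting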;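 also: plate controls were full reaction with DMSO carrier for no effect and no enzyme background for full effect; strong numbers were not always called active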
# WT yeast gro inh mutant strain: also measured in WT yeast gro inh; calls as there; inhibition, %; mitochondrial fusion phenotypic screen, mutant strain inhibition
# Dynein cargo inh cytoplasmic EGFP: further read-out of Dynein cargo inh, marked with its call; z-score; measured here: cytoplasmic GR-EGFP intensity; active compounds read high
# Dynein cargo inh nuclear GR-EGFP: recorded beside Dynein cargo inh, whose call it bears; z-score; measured here: nuclear GR-EGFP intensity;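 lower value marks the stronger effect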
# Dynein cargo inh cell count: also measured in Dynein cargo inh; calls as there; z-score; measured here: cell count per field
# b-catenin transl cell count 5 µM: second read-out of b-catenin transl, no call of its own (marks repeat the call); cell count; measured here: cell count, cytotoxicity flag
# T cell modulator vesicle-bound %: further read-out of T cell modulator, marked with its call; double positive events, %; measured here: CD8+ vesicle-bound cell fraction;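 binding gate set so that unloaded-vesicle control wells show 10% double positive cells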
# MT stabilize HCS Hoechst-high %: also measured in MT stabilize HCS; calls as there; % Hoechst-high responders; measured here: nuclear condensation Hoechst responders;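 share of cells brighter than vehicle mean plus two SD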
# MT stabilize HCS cytotoxicity %: further read-out of MT stabilize HCS, marked with its call; toxicity, %; measured here: cytotoxicity by cell density;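 0% = mean cell density of plate MIN control wells and 100% = no cells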
# Autophagy HCS cell loss 18 h: recorded beside Autophagy HCS, whose call it bears; toxicity, %; measured here: cell loss, nuclei count;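 cell loss after 18 h compound exposure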
# * hit, by the source's call; i = inactive; / = no result given.
# Every second line gives: Dynein cargo inh nuclear GR-EGFP	Autophagy HCS cell loss 18 h	b-catenin transl cell count 5 µM	WT yeast gro inh mutant strain	WT yeast gro inh	M17LAP inhibition	T cell modulator	Dynein cargo inh cytoplasmic EGFP	T cell modulator vesicle-bound %	M1AAP inhibition	MT stabilize HCS Hoechst-high %	MT stabilize HCS	MT stabilize HCS cytotoxicity %	Autophagy HCS	Dynein cargo inh cell count	Yfh1-off respiration	b-catenin transl	Dynein cargo inh
1	CC1(C)CC(=O)C(CC2=C(N)CC(C)(C)CC2=O)=C(N)C1
 : 1.8	/	1341	/	/	-2%	i	-0.15	50	8%	/	/	/	/	-1.9	i	-1.3	1.1
2	O=C(CCCSc1nc2ccccc2[nH]1)NC1CCCCC1
 : 0.035	36	1058	7	13	13%	i	-0.17	31	1%	0.6	0.9	2.0	i	0.038	i	0.0	0.7
3	O=c1[nH][nH]c(-c2ccccc2)c1C=Nc1ccc(C(F)(F)F)cc1
 : 0.2	-7	1107	8	-1	9%	i	-0.3	58	3%	3.0	2.7	12	i	-0.12	i	-2.7	-0.28
4	CC1=CC(C#N)(C#N)C(C#N)(C#N)C(c2ccccc2)N1 (stereo unspecified)
 : -0.38	-1	987	3	12	-41%	i	-0.16	34	6%	1.6	1.7	7.1	i	0.72	i	-8.8	-0.36
5	CCCC(=O)NC(C)c1nc2ccccc2n1C (stereo unspecified)
 : -0.022	-4	1111	10	14	-1%	i	-0.23	54	-11%	3.3	3.8	4.1	i	-0.29	i	-1.6	-0.36
6	Cc1ccc(F)cc1NC(=O)c1c(-c2ccccc2)noc1C
 : 0.33	16	/	-7	-9	10%	i	-0.18	44	0%	2.8	3.6	2.9	i	-0.5	i	/	0.23
7	OC(COc1ccc(CNCc2cccnc2)cc1)CN1CCc2ccccc2C1 (stereo unspecified)
 : -0.18	5	894	0	-6	7%	i	-0.21	54	10%	1.8	1.8	7.0	i	-0.57	i	2.5	-0.29
8	CCCOc1ccc(/C(O)=C2/C(=O)C(=O)N(CCCn3ccnc3)C2c2ccco2)cc1 (stereo unspecified)
 : -0.23	18	/	-1	-4	16%	i	-0.19	31	6%	1.4	2.1	7.9	i	0.0016	i	/	-0.14
9	CCn1c(/C=C/Nc2ccccc2)[n+](CC)c2ccc(Cl)cc21
 : -0.35	-3	546	-6	23	50%	i	-0.32	31	5%	2.5	5.4	8.0	i	0.59	i	0.4	0.0024
10	Cn1c(Cc2ccccc2)nnc1SCC(=O)c1cccs1
 : -0.68	-9	/	1	-5	13%	i	-0.25	32	4%	1.8	2.3	4.1	i	1.2	i	/	-1.9
11	COc1ccc2cc(C3(C)NC(=O)N(CC(=O)Nc4c(C)n(C)n(-c5ccccc5)c4=O)C3=O)ccc2c1 (stereo unspecified)
 : -0.61	1	1019	-3	3	17%	i	-0.19	38	2%	3.1	3.5	9.4	i	0.017	i	0.3	-0.91
12	O=C1C2C(C(=O)N1CC1CCCO1)C1C=CC2C12CC2 (stereo unspecified)
 : 0.28	6	1237	27	16	-4%	i	3.8	20	15%	1.7	2.3	10.0	i	0.62	i	-0.5	-0.83
13	CCOC(=O)c1ccc(NC(=O)CSc2nccn2C)cc1
 : -0.4	6	1198	16	6	-3%	i	-0.24	44	14%	3.0	5.9	3.9	i	1	i	-2.6	-1.1
14	C=C1CCN([C@H](C(=O)NCc2ccc(Cl)c(Cl)c2)C(C)C)S(=O)(=O)c2ccccc21
 : 0.24	/	1225	/	/	9%	i	-0.63	31	6%	/	/	/	/	-0.26	i	-1.8	0.22
15	CC(C)CC1(C)NC(=O)N(CC(=O)Nc2ccc3c(c2)CCC3)C1=O (stereo unspecified)
 : 0.12	6	1082	12	-10	0%	i	-0.27	33	-2%	2.0	1.9	3.2	i	1.1	i	-2.8	-0.38
16	COc1ccc(OCCC(=O)NC2CCCCC2)cc1
 : 0.39	21	1039	0	0	0%	i	0.39	62	3%	1.5	1.9	2.3	i	0.54	i	-2.9	0.19
17	COC(CNC(=O)CC1C(=O)N(Cc2ccccc2)C(C)c2nc3ccccc3n21)OC (stereo unspecified)
 : -0.39	2	1097	-3	5	18%	i	-0.32	67	1%	2.8	1.8	8.0	i	0.83	i	-2.2	-0.73
18	CCn1c(SCc2ccc(C(=O)OC)o2)nnc1-c1c[nH]c2ccccc12
 : -0.44	5	/	0	-10	4%	i	-0.16	18	8%	2.3	4.7	5.4	i	0.21	i	/	-1
19	COc1ccc(Cn2cc(C(=O)c3ccccc3)c(=O)c3cc(OC)ccc32)cc1
 : 0.37	-2	565	-3	5	-2%	i	-0.17	65	10%	5.2	23	62	i	0.61	/	-1.7	-0.51
20	O=C1C(O)CC2c3ccccc3CC3(CCCC3)N12 (stereo unspecified)
 : -0.29	-1	1137	2	10	2%	i	0.037	54	8%	2.1	6.4	9.0	i	0.21	i	-2.6	-0.58
21	Cc1ccc2c(c1)nnn2C1CCN(CC(=O)N2c3ccccc3CC2C)CC1 (stereo unspecified)
 : -0.0095	-4	1387	13	-14	-3%	i	0.71	13	8%	1.5	2.0	13	i	-0.41	i	0.3	-0.34
22	CCOC(=O)C(C(C)=O)c1nc(C)nc2c1nnn2Cc1ccccc1Cl (stereo unspecified)
 : 0.039	-4	1025	-6	-18	2%	/	-0.26	/	10%	1.5	3.6	12	i	0.79	i	-0.2	-0.91
23	CCc1nnc(NC(=O)C2CCCN(c3nc4ccccc4s3)C2)s1 (stereo unspecified)
 : 0.3	5	814	80	-8	-1%	i	-0.14	33	0%	1.4	2.7	14	i	0.36	i	-0.7	-0.28
24	O=C(Nc1ccccc1)C1CCCN1C(=O)Nc1ccccc1[N+](=O)[O-] (stereo unspecified)
 : -0.015	-15	1479	-12	-11	12%	i	-0.32	52	6%	1.6	3.0	3.0	i	0.089	i	-0.4	-0.22
25	Cc1cc(OCCn2cc(/C(N)=N/O)c3ccccc32)ccc1Cl
 : 0.094	-27	/	-7	30	16%	i	-0.17	49	-1%	2.0	2.6	11	i	0.16	i	/	-0.64
26	COc1ccc2o/c(=N\O)c(C(=O)Nc3ccc(C)cc3)cc2c1
 : -0.51	11	1012	8	4	-4%	/	-0.065	/	3%	2.2	4.6	10	i	-0.17	i	0.7	-1.1
27	CCOC(=O)Cc1nn(Cc2nc(-c3ccc(C)cc3)cs2)c(=O)c2ccccc12
 : -0.093	/	1127	/	/	9%	i	-0.22	31	12%	/	/	/	/	0.62	i	-5.2	0.48
28	Cc1ccc(SC[C@H](CC(C)C)N2CCN(CCc3ccccc3)CCC2=O)cc1
 : 1	/	1434	/	/	-8%	/	-0.64	/	-5%	/	/	/	/	-1.2	i	-0.3	1.2
29	O=C1CCN(C(=O)Nc2ccccc2Cl)N1
 : -0.51	0	1443	10	-2	106%	i	-0.18	39	-1%	0.9	2.1	10	i	0.86	i	0.9	-0.82
30	COc1ccc(NC(=O)c2ccc3ccccc3c2)cc1NS(=O)(=O)c1ccc(F)cc1
 : -0.53	1	964	-28	-18	0%	i	-0.23	36	4%	2.7	3.2	4.5	i	0.75	i	-0.1	-0.58
31	CCC/C(=N\NC(=O)CNC(=O)/C=C/c1ccco1)c1ccccc1
 : 0.18	5	1047	5	-9	2%	i	-0.24	52	11%	2.3	2.4	6.1	i	0.27	i	-0.3	0.11
32	CC12CCC(C)(c3nc4ccccc4nc31)C2(C)C
 : -0.36	-16	1438	6	2	-6%	i	-0.29	42	-2%	1.1	1.7	4.6	i	1	i	-0.2	-0.65
33	CCc1c(SCCC(=O)O)nc2ccccc2c1C
 : -0.056	13	1001	-10	-15	20%	i	-0.25	58	-3%	/	/	/	i	0.9	i	0.7	-0.7

# Ordered by count of non-hydrogen atoms (smallest number first): some entries from above
# Every second line gives: Dynein cargo inh nuclear GR-EGFP	Autophagy HCS cell loss 18 h	b-catenin transl cell count 5 µM	WT yeast gro inh mutant strain	WT yeast gro inh	M17LAP inhibition	T cell modulator	Dynein cargo inh cytoplasmic EGFP	T cell modulator vesicle-bound %	M1AAP inhibition	MT stabilize HCS Hoechst-high %	MT stabilize HCS	MT stabilize HCS cytotoxicity %	Autophagy HCS	Dynein cargo inh cell count	Yfh1-off respiration	b-catenin transl	Dynein cargo inh
13	CCOC(=O)c1ccc(NC(=O)CSc2nccn2C)cc1
 : -0.4	6	1198	16	6	-3%	i	-0.24	44	14%	3.0	5.9	3.9	i	1	i	-2.6	-1.1
3	O=c1[nH][nH]c(-c2ccccc2)c1C=Nc1ccc(C(F)(F)F)cc1
 : 0.2	-7	1107	8	-1	9%	i	-0.3	58	3%	3.0	2.7	12	i	-0.12	i	-2.7	-0.28
15	CC(C)CC1(C)NC(=O)N(CC(=O)Nc2ccc3c(c2)CCC3)C1=O (stereo unspecified)
 : 0.12	6	1082	12	-10	0%	i	-0.27	33	-2%	2.0	1.9	3.2	i	1.1	i	-2.8	-0.38

# Screening data as filed in PubChem.
